# From PubChem BioAssay
# zfTRPN1 agonist = zebrafish TRPN1 channel agonists, primary screen, cell-based, HEK293, calcium fluorescence; HEK293 zebrafish TRPN1-YFP, Fluo-8 calcium fluorescence; 100% = response to 87 µM carbachol; AID 1424, 2008; activation, % at 3 µM; transient receptor potential cation channel N1 (TRPN1/NompC), Danio rerio; 220,000 tested, 0.18% active;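 active = activation above its plate's cutoff, the mean activation of test wells on that plate plus 3 SD, cut at about 19% in these data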;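 note: 0% = DMSO alone and 100% = 87 µM carbachol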
#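 Material – zebrafish TRPN1-YFP in HEK293 cells · Doses – 3 µM single point · Schedule – dye 1 h 37 °C plus 30 min RT · Signal – Fluo-8 calcium fluorescence, excitation 470-495 nm, emission 515-575 nm · Read-out – % activation versus carbachol response · Control set – carbachol high, DMSO low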
# PPC-1+TRAIL kill = compounds killing PPC-1 cancer cells with TRAIL present, primary screen, TRAIL potentiator project, ATPLite luminescence, uHTS; PPC-1 cells + TRAIL, ATPLite viability luminescence; cell killing (% activity), % at 4 µM; 220,000 tested, 0.41% active; AID 1443, 2008;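 active = cell killing above 50% in the first pass at 4 µM, then a duplicate retest at 5 µM averaging 50% or more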;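 note: plate controls were cells with TRAIL plus DMSO for no effect and medium-only wells lacking cells for full effect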
# TbHK1 inh = Trypanosoma brucei hexokinase 1 inhibitors, primary screen, biochemical, G6PDH-coupled NADH absorbance, MLSCN library; recombinant TbHK1, G6PDH-coupled NADH A340; inhibition, % at 10 µM; 220,000 tested, 0.11% active;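 active = inhibition of 50% or more in the single-dose primary screen; inactive = inhibition below 50%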
# Furin inh = human furin inhibitors, primary screen, biochemical, fluorescence intensity; 220,000 tested, 0.061% active; inhibition, % at 30 µM; purified furin, fluorogenic substrate cleavage; P09958; in the data active = inhibition above about 25%; note: inactives centre near -15
# Target sequence (P09958 108-714 limits assumed): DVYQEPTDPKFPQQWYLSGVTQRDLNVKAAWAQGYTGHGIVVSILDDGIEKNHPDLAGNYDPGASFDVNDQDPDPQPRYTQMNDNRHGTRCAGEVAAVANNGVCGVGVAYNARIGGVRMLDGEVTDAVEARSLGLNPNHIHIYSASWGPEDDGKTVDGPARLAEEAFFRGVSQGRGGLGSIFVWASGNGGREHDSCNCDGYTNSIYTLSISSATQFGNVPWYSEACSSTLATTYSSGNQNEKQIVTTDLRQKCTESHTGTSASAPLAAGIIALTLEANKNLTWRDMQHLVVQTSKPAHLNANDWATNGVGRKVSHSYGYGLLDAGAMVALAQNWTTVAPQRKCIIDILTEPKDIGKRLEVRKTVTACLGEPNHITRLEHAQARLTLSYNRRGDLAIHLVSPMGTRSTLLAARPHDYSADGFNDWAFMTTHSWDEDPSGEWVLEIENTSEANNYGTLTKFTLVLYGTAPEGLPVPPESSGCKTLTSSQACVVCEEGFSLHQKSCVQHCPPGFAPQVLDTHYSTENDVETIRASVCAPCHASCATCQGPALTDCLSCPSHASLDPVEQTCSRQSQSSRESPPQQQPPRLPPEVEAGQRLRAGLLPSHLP
# thrombin 1536 = human alpha-thrombin inhibitors, primary screen, counter-screen for coagulation protease inhibitor project, biochemical, 1536-well, fluorogenic AMC substrate. 220,000 tested, 0.26% active. Boc-VPR-AMC fluorogenic substrate cleavage. AID 1046, 2008. inhibition, % at 5 µM. Prothrombin (Homo sapiens), P00734;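 active = inhibition at or above 40%; inactive = inhibition below 40%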;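 note: 0% = enzyme with no compound and 100% = wells without enzyme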
#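 System: Human alpha-thrombin protein | Medium: pH 7.5 Tris (50 mM) with NaCl 150 mM, Tween 20 0.05% | Times: Enzyme reaction carried out at room temperature | Detection: AMC fluorescence, 355/460 nm | Evaluation: Percent inhibition scaled between no-compound controls and no-enzyme blanks | Benchmarks: Enzyme without compound as high, wells lacking enzyme as low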
# Calpain2 inh = inhibitors of pig calpain II, primary screen, biochemical, fluorogenic peptide substrate, 1536-well | purified calpain II, 30 min | inhibition, % at 16 µM | 220,000 tested, 0.37% active;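 active = inhibition above about 50%, limit read from the data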
# Cl transport mod = KCC2 cotransporter modulators, thallium flux, primary screen, cell-based, HEK293 KCC2, FluoZin-2 fluorescence, MLSMR | Solute carrier family 12 member 5 (Homo sapiens), Q9H2X9 | KCC2 cells, thallium flux FluoZin-2 fluorescence | B-score of Tl+ flux slope (higher = more flux/activation; lower = inhibition) at 10 µM | 190,000 tested, 2.2% active | AID 1456, 2008;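 active = thallium flux slope and its plate-corrected score both differing from the plate sample mean at a set confidence after two filtering rounds, in either direction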;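 note: slope of fluorescence scaled to starting intensity during 10 to 20 s after thallium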
# EBV gp42 inh = Epstein-Barr virus gp42 inhibitors, primary screen, biochemical, uHTS, fluorescence polarization. Glycoprotein 42 (Epstein-Barr virus (strain AG876)), Q1HVG2. Fluorescence polarization binding assay, mP read-out. inhibition, % (tested at 21.74 µM). 220,000 tested, 0.42% active. AID 1085, 2008; in the data active = inhibition above about 50%
# Target sequence (Q1HVG2 whole entry, looked up): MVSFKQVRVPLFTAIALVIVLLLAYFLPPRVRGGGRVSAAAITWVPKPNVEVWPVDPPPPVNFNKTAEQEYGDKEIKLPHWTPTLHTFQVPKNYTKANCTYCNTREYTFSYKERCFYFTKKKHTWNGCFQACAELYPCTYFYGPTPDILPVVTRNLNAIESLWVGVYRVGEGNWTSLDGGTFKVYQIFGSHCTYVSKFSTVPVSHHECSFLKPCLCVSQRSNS
# TRPML3 agonist = human TRPML3 channel agonists, primary screen, cell-based, HEK293 TRPML3-YFP, Fluo-8 calcium fluorescence, 3 µM | Mucolipin-3 (Homo sapiens), Q8TDD5 | 100% = the carbachol control signal | activation, % at 3 µM | 220,000 tested, 0.29% active | AID 1448, 2008;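 active = activation above its plate's cutoff, the mean activation of the plate's test wells plus 3 SD, cut at about 12% in these data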;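 note: 0% = DMSO only wells and 100% = carbachol wells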
#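 system = HEK293 cells stably carrying human TRPML3-YFP | doses = one concentration, 3 µM nominal, 0.3% DMSO | timing = dye loading 1 h 37 °C then 30 min ambient, 125 s read | detection = Fluo-8 calcium dye fluorescence, ex 470-495, em 515-575 nm | benchmarks = high control carbachol 87 µM, low control DMSO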
# * = called active by the depositor; i = inactive; nt = no result given; [ ] = another dose, or the depositor's remark.
# Sample of the layout (three entries):
# Screens in order – zfTRPN1 agonist	PPC-1+TRAIL kill	TbHK1 inh	Furin inh	thrombin 1536	Calpain2 inh	Cl transport mod	EBV gp42 inh	TRPML3 agonist
1) O=C(Cn1nnc(-c2ccccc2)n1)N1CCN(S(=O)(=O)c2ccc(Cl)cc2)CC1
→ 1.4	-11	-5	-15	-3	15	nt	-1	0.6
2) S=c1[nH]nc(-c2cccs2)n1/N=C/c1cn(-c2ccccc2)nc1-c1ccc(Cl)cc1
→ 0.3	-7	-18	-23	2	-33	0.57	-14	1.2
3) O=c1c2oc3ccccc3c2ncn1Cc1ccccc1Cl
→ 0.7	16	0	-18[20 µM]	0	-11	nt	0	1.0

# The whole of this part (from the top)
# Screens in order – zfTRPN1 agonist	PPC-1+TRAIL kill	TbHK1 inh	Furin inh	thrombin 1536	Calpain2 inh	Cl transport mod	EBV gp42 inh	TRPML3 agonist
1) O=C(Cn1nnc(-c2ccccc2)n1)N1CCN(S(=O)(=O)c2ccc(Cl)cc2)CC1
→ 1.4	-11	-5	-15	-3	15	nt	-1	0.6
2) S=c1[nH]nc(-c2cccs2)n1/N=C/c1cn(-c2ccccc2)nc1-c1ccc(Cl)cc1
→ 0.3	-7	-18	-23	2	-33	0.57	-14	1.2
3) O=c1c2oc3ccccc3c2ncn1Cc1ccccc1Cl
→ 0.7	16	0	-18[20 µM]	0	-11	nt	0	1.0
4) COc1ccc(NS(=O)(=O)c2cc(NC(=O)c3cc(=O)c4ccccc4o3)ccc2OC)cc1
→ -0.5	14	-2	-28	-2	-125	-1.2	-3	1.0
5) CC(C)CN(CC(C)C)CC(O)CN(c1ccccc1)S(=O)(=O)c1ccccc1[N+](=O)[O-] (centres undefined)
→ -1.4	0	8	-18	-4	17	-2.4	-13	-1.1
6) COc1ccc(CNC(=O)Cn2nnc(-c3ccc(NC(=O)C4CCCCC4)cc3)n2)cc1
→ -0.3	15	-10	-23	-7	30	0.62	-5	0.4
7) CCOC(=O)C1CCCN(Cc2nc(N)nc(Nc3ccccc3OC)n2)C1 (centres undefined)
→ -0.5	16	8	-21	-5	-9	-0.00093	-37	-0.1
8) Cc1cc(C(=O)COC(=O)c2n[nH]c3ccccc23)c(C)n1CC1CCCO1 (centres undefined)
→ -0.1	4	-21	-19[20 µM]	3	-78	-0.2	-12	0.9
9) CC(C(=O)N1CCCCC1)N1C(=O)c2ccccc2C1=O (centres undefined)
→ 1.3	-1	-2	-16	5	26	nt	-7	0.1
10) N#C/C(=C(/O)COc1ccccc1)c1nc2ccccc2s1
→ 2.9	-7	-34	-7	-6	14	-5.4*	-5	4.2
11) CNC(=O)/C(C#N)=C1/SC(Cc2ccc(F)cc2)C(=O)N1c1ccccc1 (centres undefined)
→ 1.2	28	-17	-16	-3	30	-0.2	2	0.4
12) COc1ccc(CCNC(=O)CNCC2CCCO2)cc1OC (centres undefined)
→ 2.2	-4	-2	-25	-18	0	nt	-7	1.0
13) O=C(COc1cccc(-n2cnnn2)c1)Nc1ccccc1
→ 2.6	44	-3	-17[20 µM]	0	-19	0.16	5	0.5
14) C=C(C)c1cccc(C(C)(C)NC(=O)Nc2ccc(Cl)cn2)c1
→ -0.8	-6	7	-10	-7	24	-0.76	4	0.2
15) CCOC(=O)C(=O)N1CCN(c2cc3c(cc2[N+](=O)[O-])n(C)c(=O)n3C)CC1
→ 2.0	10	-16	-14	-7	-3	1.1	-9	0.8
16) O=C(C1=C[C@@H](c2ccc(C(F)(F)F)cc2)C[C@@H](OCc2ccc(CO)cc2)O1)N1CCOCC1
→ -0.4	9	-12	-20	-8	-20	-0.045	0	0.5
17) S=C1NC2=C(CCC/C2=C\c2ccc(Cl)cc2)C(c2ccc(Cl)cc2)N1 (centres undefined)
→ -2.9	15	-22	0	6	-16	-1.4	-13	-0.1
18) O=C(N/N=C/c1cn(-c2ccccc2)nc1-c1ccc(F)cc1)c1ccc2c(c1)OCO2
→ 1.1	9	-6	-5	2	-36	-0.55	-5	0.5
19) Clc1ccccc1CSc1nnc(-c2ccccn2)n1Cc1ccco1
→ -1.1	-7	-3	-15	-6	-8	nt	1	-0.3
20) CCN(Cc1ccccc1)C(=O)CCCOc1ccccc1
→ -0.8	4	6	-10	-8	24	nt	-19	-1.2
21) CCCN1CCN(c2ncnc3scc(C4COc5ccccc5O4)c23)CC1 (centres undefined)
→ -2.0	24	5	1	-2	22	-1.1	-5	0.0
22) CCCSC1=N/C(=C\C=C\c2ccco2)C(=O)S1
→ 1.0	1	16	-21	-6	-36	-0.25	-24	0.2
23) c1ccc(NCc2ccccn2)cc1
→ -0.9	3	-3	-19	-2	-17	1.1	-6	1.2
24) CC(=O)Nc1cccc(N(C)S(C)(=O)=O)c1
→ 0.4	-17	-2	-14[20 µM]	-4	-4	1.9	-6	1.0
25) CN=C(NC1CCCCC1)c1ccc(Cl)cc1
→ 1.8	25	2	-9	0	9	0.023	5	0.7
26) Cc1nnc(SCC(=O)N2CCc3ccccc32)n1-c1ccccc1
→ 1.4	13	5	-14[20 µM]	-5	-22	0.58	-7	-0.2
27) O=[N+]([O-])c1ccccc1S(=O)(=O)Oc1ccccc1/C=N/n1cnnc1
→ 0.1	-9	28	-20	-3	-10	0.22	-1	1.0
28) O=C(CSc1nnc(-c2csc3c2CCCC3)o1)Nc1ccccc1
→ -1.2	58*[5 µM]	-7	-21	-3	5	nt	-7	-1.0
29) CC(=O)N1CCN(C(=S)c2cccc([N+](=O)[O-])c2)CC1
→ 2.7	27	-10	-22	-3	-27	-4.1	-17	1.4
30) O=C1C2C3C=CC(C4CC34)C2C(=O)N1c1ccc2c(c1)OCO2 (centres undefined)
→ 1.2	33	2	-20	3	-29	0.11	10	0.5
31) CC(C)(C)c1ccccc1NC(=O)c1cccnc1
→ 0.0	1	-5	-17[20 µM]	2	-27	nt	-8	0.3
32) CC(/C=C/c1ccc2c(c1)OCO2)=N/NC(=O)c1ccc(C)nc1
→ 1.4	2	-47	1	3	-7	-0.15	-2	0.8
33) CC(Cc1cccs1)NC(=O)Nc1cccc(Cl)c1 (centres undefined)
→ 1.5	34	-4	-15[20 µM]	-1	12	-0.62	-7	1.6
34) COc1cc(C2NCCc3c2[nH]c2ccccc32)ccc1OC(C)C (centres undefined)
→ 4.4	nt	7	-21	-3	10	nt	-3	1.8
35) N/C(COc1ccc(Cl)cc1Cl)=N\O
→ -0.2	9	-4	-33	-1	-14	-0.14	-12	0.8
36) CC(C)(C)NC(=O)C(c1cccs1)N(CC1CCCO1)C(=O)c1ccc(-c2ccccc2)[nH]1 (centres undefined)
→ -1.2	-8	-4	-28	0	-23	-6.6*	-5	-0.3
37) CCN1CCN(c2ncc(C(=O)N3CCCc4ccccc43)c3ccccc23)CC1
→ 1.0	0	-25	-9	-2	22	0.24	-24	1.0
38) CCSc1nnc(NC(=O)CSc2nnc(Cc3cccn3C)n2-c2ccc(C)cc2)s1
→ 0.3	2	5	-16[20 µM]	-1	14	0.066	-1	-0.5
39) CCCN(CCC)c1nc(Cl)nc(NCCN2CCOCC2)n1
→ -0.9	7	-2	-23	0	3	-0.34	-7	0.9
40) COc1ccc(CCNS(=O)(=O)c2ccc3c(c2)OCCO3)cc1
→ -0.1	13	1	-14[20 µM]	-4	-1	0.36	-10	-0.3
41) O=C(OCn1nnc2ccccc2c1=O)c1ccc2ccccc2n1
→ 0.7	10	-10	-11	4	11	nt	0	0.5
42) CCNC(=S)NNC(=O)c1cc(-c2ccc(OC)cc2)nc2ccccc12
→ 0.5	88*	-12	-18	1	-91	1.2	6	1.1
43) CCc1ccccc1NC(=O)CN(C)C(=O)CSc1nnc(Nc2cccc(C)c2)s1
→ -1.3	10	-2	-31	2	6	-2	-19	-0.2
44) NC(=O)c1ccc(Oc2ccc3ccc(=O)oc3c2)c([N+](=O)[O-])c1
→ 2.1	-10	-5	-18	-3	-377	0.8	-5	1.5
45) CN(C[C@H](Cc1ccccc1)N(C[C@H](Cc1ccccc1)N(CCc1cc(C(F)(F)F)cc(C(F)(F)F)c1)N=O)N=O)N=O
→ -1.2	-1	-12	-36	1	14	0.91	-6	1.0
46) C/C=C\C(=O)Nc1cccc(C2=NOC3(C2)C[C@@H](C(N)=O)N(C(=O)COc2ccc(Cl)cc2)C3)c1 (some centres undefined)
→ nt	17	-10	-22	-2	4	-0.0075	-11	nt
47) COc1ccc(C(=O)N2c3cc4c(cc3C(C)=CC2(C)C)OCO4)cc1
→ -1.8	-16	-6	-8[20 µM]	-1	52*	0.26	2	-1.1
48) CCOc1ccc(NC(=O)Cn2nnc(-c3ccccc3NC(=O)c3cccs3)n2)cc1
→ -0.2	6	3	9[20 µM]	-1	-82	0.13	12	0.0
49) O=C(O)c1cc(-c2ccncc2)nc2ccc(F)cc12
→ 0.2	5	-6	-14	1	-4	nt	-20	1.1
50) CCSc1nnc(NC(=O)c2cc(-c3ccc(C)c(C)c3O)n[nH]2)s1
→ 1.4	8	0	-4	2	-15	0.068	-14	0.8
51) O=C(O)CCn1[nH]c(=O)c2ccccc2c1=O
→ -0.2	23	-18	-21[20 µM]	-2	-49	0.2	-14	0.4
52) CC(=O)NCCc1nc2ccccc2n1CCOc1ccccc1
→ 1.4	11	-10	-19	-4	1	0.11	-10	0.9
53) Cc1nc(N2CCN(C)CC2)[nH]c(=O)c1Cc1cccc2ccccc12
→ 0.9	-1	-6	-29	-7	-13	i	-22	0.8
54) COCCN(Cc1cc2cc3c(cc2nc1Cl)OCO3)C(=O)c1cccc(C)c1
→ 0.2	11	-34	1	2	25	-0.79	-10	0.2
55) S=c1[nH]nc(-c2ccc(Br)cc2)n1-c1ccc2c(c1)OCCO2
→ -2.8	10	-7	-15	3	-14	3.6	0	-0.6
56) Cc1ccc(C(=O)NC(=S)NCC2CCCO2)cc1Br (centres undefined)
→ 0.7	12	0	-24	-2	9	12*	-1	2.2
57) COC(=O)CCN(C(=O)c1ccc(C)c([N+](=O)[O-])c1)c1ccccn1
→ 0.6	6	1	-10	5	-6	0.23	-6	0.7
58) CCS(=O)(=O)c1ccc2oc(SCC(=O)N3c4ccccc4CC3C)nc2c1 (centres undefined)
→ 2.0	25	15	-14[20 µM]	5	7	-1.5	-15	0.4
59) Cc1cc(C)c(C(=O)Nc2ccc(S(=O)(=O)Nc3onc(C)c3C)cc2)c(C)c1
→ 2.0	10	2	-9	-2	-15	0.59	-5	0.2
60) CN(Cc1ccccc1)S(=O)(=O)c1ccc2c(c1)OCCO2
→ -1.4	49	6	-14[20 µM]	-2	-5	0.8	8	0.5
61) CC(=O)Nc1ccc(S(=O)(=O)NCCc2ccccc2)cc1
→ 1.8	20	-5	-13[20 µM]	3	-28	-1.5	-6	0.7
